# SIAH1 antagonists: blockers of Siah-1 interaction with plectin peptide – biochemical, fluorescence polarization, rhodamine-plectin, uHTS, primary screen (AID 1817). Siah-1 / rhodamine-plectin peptide fluorescence polarization; higher % means a stronger effect. displacement, % at 20 µM, or IC50 in µM where a hit was titrated. actives 0.02% (n = 290,000);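 active means displacement of at least 50% at 20 µM, with a fluorescence ratio check between 0.3 and a set limit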;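 further: plate controls were Siah plus tracer with DMSO for no effect and tracer alone without Siah for full effect; strong numbers were not always called active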
# GPR55 antagonists: inhibition of LPI-stimulated GPR55 beta-arrestin translocation – imaging, U2OS, beta-arrestin-GFP, LPI agonist, primary screen (AID 2013) | actives 0.13% (n = 290,000) | U2OS GPR55 beta-arrestin-GFP translocation imaging, LPI antagonism; higher % means a stronger effect | inhibition, % at 10 µM; hits with a dose series show IC50 in µM;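 active means spots per cell inhibited over 60%, with over 100 cells counted and total cytoplasm intensity under 500,000; inconclusive means wells with under 100 cells, flagged as likely toxic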;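 further: U2OS cells stably carrying GPR55 and arrestin-GFP stimulated by 5 µM LPI near EC80; imaged beta-arrestin-GFP aggregate spots per cell after agonist stimulation; plate controls were LPI-stimulated DMSO wells for no effect and DMSO wells without LPI for full effect; some results filed as inactive read as strong as hits; confirmed hits need IC50 under 10 µM and bright autofluorescent wells are also inconclusive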
# NS5 inhibitors: flavivirus cap methylation enzyme inhibition – biochemical, confirmation dose response, primary screen (AID 588689); inhibition, % at 25 µM; hits with a dose series show IC50 in µM; Dengue-2 NS5 methyltransferase capping enzyme assay, biochemical; higher % means a stronger effect; actives 0.3% (n = 340,000); in the data active means a potency from the dose series; inconclusive means inhibition above about 29% without an active follow-up result
# HIV fusion peptide: inhibitors of HIV fusion peptide binding, primary screen, biochemical, uHTS, fluorescence dequenching (AID 1986); cell-free peptide binding, fluorescence dequenching, 30 min; higher % means a stronger effect; inhibition, % at 20 µM, or IC50 in µM where a hit was titrated; actives 0.3% (n = 290,000); in the data active means inhibition mostly above about 52%, no sharp cut-off; inactive means mostly below about 76%; further: some results filed as inactive read as strong as hits
# GPR35 antagonists: inhibition of zaprinast-stimulated GPR35 beta-arrestin translocation – imaging, U2OS, beta-arrestin-GFP, zaprinast agonist, primary screen (AID 2058) | U2OS GPR35 beta-arrestin-GFP translocation imaging, zaprinast antagonism; higher % means a stronger effect | inhibition, % at 10 µM; hits with a dose series show IC50 in µM | actives 0.052% (n = 290,000);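 active means inhibition of at least 50% with at least 30 cells and total cytoplasm GFP at most 10,000,000; inconclusive means under 30 cells or total GFP of 10,000,000 plus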
# UTI89 phage lysis: protection from phage-mediated lysis, alamar blue read-out – E. coli UTI89, K1F phage, bacterial capsule biogenesis inhibitors (AID 488966); E. coli UTI89 K1F phage lysis, alamar blue, 2 h; higher % means a stronger effect; one-dose inhibition, % at 100 µM; IC50 in µM for titrated hits; actives 0.02% (n = 340,000);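 active means phage lysis inhibition, versus mean bacterial control, above a set limit; inconclusive means no clear call, values can overlap the other calls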;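 further: capsule biogenesis inhibitors block K1F phage lysis so surviving cells raise fluorescence; higher fluorescence means more inhibition of phage lysis; actives were called in the ten point dose series up to 300 µM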
# GPR55 activation: selective activators of receptor GPR55 – imaging, U2OS cells, beta-arrestin-GFP redistribution, primary screen (AID 1961); actives 0.048% (n = 290,000); U2OS GPR55 beta-arrestin-GFP redistribution imaging; higher % means a stronger effect; activation, % at 10 µM; hits with a dose series show EC50 in µM;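 active means activation above 40% with more than 50 cells counted in the well; inconclusive means wells holding fewer than 50 cells, flagged as toxic or sparse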;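 further: U2OS osteosarcoma cells stably expressing GPR55 and beta-arrestin-GFP; plate controls were DMSO negative control for no effect and LPI positive control for full effect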
# NTR1 agonist: NTR1-driven beta-arrestin-GFP spot formation – imaging, U2OS cells, high content, primary screen (AID 493036) | P30989 | agonist mode | activation, % at 20 µM | actives 0.17% (n = 330,000);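 active means activation at or above 40% of the spot to cytoplasm intensity ratio, with at least 20 cells analyzed; inconclusive means wells under 20 cells, flagged as cytotoxic or low count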;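 further: 0% = DMSO without peptide and 100% = 100 nM NTR1 peptide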
# Target sequence (P30989 whole entry, looked up): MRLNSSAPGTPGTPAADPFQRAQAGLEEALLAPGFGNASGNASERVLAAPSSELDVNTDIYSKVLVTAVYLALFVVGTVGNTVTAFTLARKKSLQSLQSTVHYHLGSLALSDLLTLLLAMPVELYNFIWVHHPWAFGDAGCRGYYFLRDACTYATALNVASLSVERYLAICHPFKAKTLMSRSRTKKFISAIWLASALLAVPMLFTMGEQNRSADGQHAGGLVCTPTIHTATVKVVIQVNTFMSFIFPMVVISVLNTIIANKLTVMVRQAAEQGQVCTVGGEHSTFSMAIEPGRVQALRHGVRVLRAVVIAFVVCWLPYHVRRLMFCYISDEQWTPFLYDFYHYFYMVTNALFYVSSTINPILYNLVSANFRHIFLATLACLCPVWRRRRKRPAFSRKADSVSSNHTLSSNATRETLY
# AID2073: disruptors of CaV2.2 binding to Mint1 – biochemical, HTRF (AID 2073); HTRF protein-protein interaction, Mint1-CaV2.2; higher % means a stronger effect; inhibition, % at 20 µM; hits with a dose series show IC50 in µM; actives 0.19% (n = 290,000); in the data active means inhibition mostly above about 51%, no sharp cut-off; inconclusive means no clear call, values can overlap the other calls; inactive means mostly below about 53%; further: some results filed as inactive read as strong as hits
# NTR1 agonist cell count 20 µM: further read-out of NTR1 agonist, marked with its call; cell count; measured here: cell count, cytotoxicity flag
# * hit, by the source's call; ? = inconclusive; . = no result given; [ ] = another dose, or the depositor's remark. Rows were taken by chance. Share with any hit: about 1.2%.
# The first 6 entries, to show the layout:
SMILES,SIAH1 antagonists,GPR55 antagonists,NS5 inhibitors,HIV fusion peptide,GPR35 antagonists,UTI89 phage lysis,GPR55 activation,NTR1 agonist,NTR1 agonist cell count 20 µM,AID2073
Cc1ccc(S(=O)(=O)N(C)/N=C/c2ccc(N(C)C)cc2)cc1,12.3%,14.9%,-2.0%,-1.8%,-7.0%,0.1%,0.0%,0.3,77,5.8%
Cn1c(=O)c(C(=O)CN2CCOCC2)c(N)n(Cc2ccccc2)c1=O,5.1%,4.5%,-0.8%,0.0%,16.8%,-0.7%,0.0%,-1.4,46,-2.9%
CCC(C)C1C(C#N)=C(N)OC2=C1C(=O)CC(C)(C)C2 (stereo unspecified),2.7%,-13.8%,4.2%,1.1%,4.0%,-1.6%,-0.5%,2.6,81,10.6%
CSCC[C@H](NC(=O)N1CCn2c1nc1ccccc12)C(=O)NC1CCCCC1,2.3%,8.5%,-4.4%,1.0%,3.1%,0.3%,0.2%,0.7,69,-4.8%
Cc1ccc(C)c(SCc2noc(C(=O)NCC3CCCO3)c2C(=O)O)c1 (stereo unspecified),7.9%,-0.4%,-3.1%,5.3%,2.4%,0.7%,0.2%,0.0,107,8.0%
COc1cccc(-c2nc(CS(=O)CC(=O)NCCc3ccccc3)c(C)o2)c1 (stereo unspecified),-1.5%,5.5%,3.0%,-0.4%,-5.4%,0.6%,0.2%,-0.2,65,3.1%

# The whole of this part, from the start:
SMILES,SIAH1 antagonists,GPR55 antagonists,NS5 inhibitors,HIV fusion peptide,GPR35 antagonists,UTI89 phage lysis,GPR55 activation,NTR1 agonist,NTR1 agonist cell count 20 µM,AID2073
Cc1ccc(S(=O)(=O)N(C)/N=C/c2ccc(N(C)C)cc2)cc1,12.3%,14.9%,-2.0%,-1.8%,-7.0%,0.1%,0.0%,0.3,77,5.8%
Cn1c(=O)c(C(=O)CN2CCOCC2)c(N)n(Cc2ccccc2)c1=O,5.1%,4.5%,-0.8%,0.0%,16.8%,-0.7%,0.0%,-1.4,46,-2.9%
CCC(C)C1C(C#N)=C(N)OC2=C1C(=O)CC(C)(C)C2 (stereo unspecified),2.7%,-13.8%,4.2%,1.1%,4.0%,-1.6%,-0.5%,2.6,81,10.6%
CSCC[C@H](NC(=O)N1CCn2c1nc1ccccc12)C(=O)NC1CCCCC1,2.3%,8.5%,-4.4%,1.0%,3.1%,0.3%,0.2%,0.7,69,-4.8%
Cc1ccc(C)c(SCc2noc(C(=O)NCC3CCCO3)c2C(=O)O)c1 (stereo unspecified),7.9%,-0.4%,-3.1%,5.3%,2.4%,0.7%,0.2%,0.0,107,8.0%
COc1cccc(-c2nc(CS(=O)CC(=O)NCCc3ccccc3)c(C)o2)c1 (stereo unspecified),-1.5%,5.5%,3.0%,-0.4%,-5.4%,0.6%,0.2%,-0.2,65,3.1%
CCN(CC)P(=O)(C(NC(=O)OC)C(F)(F)C(F)(F)C(F)(F)C(F)F)N(CC)CC (stereo unspecified),-0.1%,3.7%,-5.5%,0.4%,-6.2%,2.2%,0.5%,-1.2,42,?
Cc1cccc(NC(=O)/C=C/c2ccc([N+](=O)[O-])s2)c1,6.7%,11.4%,-13.2%,7.1%,-3.1%,-6.1%,-0.1%,.,.,-7.4%
CCC(C)Nc1nc(OC)nc(N(C)C#N)n1 (stereo unspecified),-4.4%,-8.4%,.,-0.2%,-9.3%,0.5%,0.2%,-1.3,78,4.5%
CCOc1cccc(-c2nc3cc(C)ccc3o2)c1,1.6%,-5.8%,0.0%,-3.4%,-9.5%,0.2%,0.2%,0.2,50,3.5%
COc1cccc(NC(=O)N[C@@H](Cc2ccccc2)C(=O)O)c1,0.3%,9.1%,0.0%,-1.6%,4.7%,-0.1%,-0.2%,-0.4,52,44.1%
CCOC(=O)c1nnn(-c2nonc2N)c1COc1c(C=O)cccc1OC,2.5%,20.1%,-1.1%,1.2%,7.6%,0.1%,-0.1%,1.5,46,8.0%
O=S(=O)(Nc1ccc(-c2csc(-c3ccccc3)n2)cc1)c1ccc(F)cc1,-0.1%,3.6%,0.0%,0.0%,-2.2%,-0.2%,0.1%,29.5,67,?
CC(C)(C)OC(=O)N[C@@H](CCCCNC(=O)OCc1ccccc1)c1nnc([C@H](CCCCNC(=O)OCc2ccccc2)NC(=O)OC(C)(C)C)o1,-1.7%,0.3%,1.6%,-0.5%,2.1%,-1.7%,-0.1%,0.1,53,-3.4%
Cc1cc(C)c2c(n1)SCC(=O)N2CC(=O)Nc1cc(F)ccc1F,5.3%,-4.0%,-4.8%,2.6%,-8.1%,3.7%,0.5%,-0.1,47,5.0%
O=C(NCCN1CCOCC1)c1ccc2c(c1)N(Cc1ccccc1F)C(=O)c1ccccc1S2(=O)=O,-4.0%,3.2%,-2.6%,0.6%,-6.4%,-0.1%,0.6%,-0.8,61,-1.7%
CCCCNC(=S)N=Nc1c(O)[nH]c2ccccc12,-4.1%,-5.9%,-0.7%,-1.9%,-7.9%,-3.6%,0.0%,5.1,53,-6.5%
COc1ccc(NC(=O)N2CCCC2C(=O)NCc2cccs2)cc1 (stereo unspecified),5.7%,1.6%,-3.2%,1.3%,20.5%,0.3%,0.3%,-2.0,68,4.5%
CCOC(=O)c1sc(N=NC2=C(O)CC(C)(C)CC2=O)c(C(=O)OCC)c1C,4.2%,4.0%,0.7%,6.5%,-4.2%,-0.3%,0.5%,9.6,48,0.6%
Cc1nc2ccccc2c(N)c1C(=O)/C=C/c1ccccc1,1.1%,-8.6%,-29.4%,0.9%,-0.3%,-1.4%,0.3%,10.5,57,-9.8%
Cc1ccc2cc(CN(CCN3CCCC3)C(=O)Nc3ccc(F)cc3)c(=O)[nH]c2c1C,1.3%,11.5%,6.5%,-1.3%,-21.8%,-0.1%,-0.1%,0.9,54,-5.3%
CCc1sc(NC(=O)c2cc3ccccc3oc2=O)nc1-c1cccs1,-2.8%,2.7%,0.0%,-2.6%,-22.7%,1.9%[50 µM],0.8%,-0.7,72,1.5%
CCOC(=O)CSc1nc(C)cc(Oc2ccc(=O)n(C)n2)n1,0.3%,-0.4%,2.1%,2.3%,4.0%,0.5%,0.3%,7.4,91,12.2%
CCOC(=O)N1CCN(C(=O)CCN2C(=O)/C(=C\c3ccccc3OC)SC2=S)CC1,-4.0%,-4.9%,-1.3%,2.3%,6.2%,0.0%[50 µM],0.2%,11.6,67,-1.2%
CCOc1ccccc1NC(=O)CSc1ccc(-c2ccco2)nn1,1.6%,17.0%,-1.9%,1.6%,13.9%,-0.2%,-0.1%,2.5,54,34.8%
Cc1ccc2nc3c(cc2c1)c(NC(=O)c1ccco1)nn3CC(C)C,5.0%,8.2%,-10.9%,-1.5%,-1.6%,0.4%,-0.1%,3.8,32,14.0%
CCOC(=O)C1CCN(c2c(NCCCN(CC)c3ccccc3)c(=O)c2=O)CC1,0.8%,-4.5%,-1.4%,-1.4%,-4.2%,5.1%,-0.1%,-1.6,53,-13.6%
Cc1cc(C(=O)NC2CC(C)(C)Cc3c2cnn3-c2ccc(F)cc2)no1 (stereo unspecified),9.6%,12.6%,-3.6%,1.2%,7.0%,-0.3%,-0.1%,2.3,56,3.0%
O=C1C2C(C(=O)N1/N=C/c1cc(Br)cc([N+](=O)[O-])c1O)C1C=CC2C12CC2 (stereo unspecified),5.8%,-6.5%,27.3%,16.2%,12.4%,-0.2%,-0.3%,-1.5,47,-2.1%
O=c1c2ccccc2nc(-c2ccco2)n1Cc1ccccc1,2.8%,-5.0%,-8.8%,3.3%,5.3%,3.1%,-0.1%,0.0,86,-5.3%
Cc1ccc(C)c(NC(=S)N2CCC(NC(=O)c3ccco3)CC2)c1,1.7%,5.2%,2.7%,2.1%,-7.4%,0.1%,-0.1%,-1.3,34,-3.9%
O=C(NCc1ccc2c(c1)OCO2)c1cccc(F)c1,-3.7%,-7.3%,-1.7%,-1.2%,0.3%,0.7%,-0.1%,0.4,46,-1.5%
CCN(CC)c1ccc(NC(=O)c2cccc(F)c2)c(C)c1,5.0%,-10.4%,66.5%,-2.9%,10.7%,0.5%,0.3%,1.6,84,-15.9%
O=C(OCn1nnc2ccccc2c1=O)c1ccc(S(=O)(=O)N2CCOCC2)cc1,-2.5%,11.4%,-0.8%,-1.6%,-1.8%,-1.0%,-0.1%,-1.1,67,-6.2%
O=C(COc1ccc(F)cc1)N(Cc1ccc(Cl)cc1)C1CCS(=O)(=O)C1 (stereo unspecified),4.6%,11.9%,-7.1%,-1.0%,2.4%,0.1%,0.3%,0.0,55,1.1%
CCN(CC)C(=O)CN(C#N)c1nc(OC)nc(N(C)C)n1,-3.0%,-5.3%,-1.6%,1.1%,8.5%,0.6%,0.7%,20.9,84,6.9%
C=CCN1C(=O)C2(OCCO2)c2cc(C)ccc21,-4.7%,-2.5%,-1.3%,-1.2%,3.8%,-0.3%,-0.1%,-1.6,90,-2.2%
Cc1ccc(NC(=O)c2cccc(S(C)(=O)=O)c2)cc1,6.5%,-12.6%,-1.5%,-1.6%,-4.4%,0.5%,0.4%,0.0,41,-2.9%
CN(C)c1ccc(C2OC(=O)C3(CCCC3)C(=O)C2(C)C)cc1 (stereo unspecified),1.4%,1.5%,0.0%,-0.6%,15.6%,4.3%,-0.1%,1.3,62,-4.7%
CCOc1cc2c(cc1C(C)(C)C)NC(=O)CS2,5.1%,-1.1%,-7.4%,-0.5%,2.1%,0.1%,-0.1%,2.5,52,-1.4%
COC(=O)CN1C(=O)[C@H]2[C@@H](c3ccc(C)o3)N3C(=O)CN(CC4CC4)C(=O)[C@@]3(Cc3ccccc3)[C@H]2C1=O,-1.4%,-4.7%,-2.4%,-0.3%,5.1%,0.9%,0.2%,-1.4,94,8.1%
COc1ccc(OC)c(C(=O)c2coc3ccc(O)c(CN4CCOCC4)c23)c1,4.2%,5.3%,-3.4%,3.0%,6.5%,1.3%,0.2%,3.7,70,7.4%
O=C(Nc1ccc(S(=O)(=O)N2CCc3ccccc3C2)cc1)c1ccccc1,-3.1%,-6.0%,0.8%,17.5%,-1.3%,1.6%,-0.2%,7.9,70,14.5%
COc1ccccc1NC(=S)NCC1CCCCC1,0.0%,-3.9%,-8.2%,-2.6%,-7.5%,-0.1%,-0.2%,0.9,74,-16.9%
